Source: PubChem (Johns Hopkins Ion Channel Center)
KCNQ2 inh: KCNQ2 channel blockers in CHO-K1 cells – cell-based, FluxOR thallium flux, B-score, primary screen (AID 2156) | O88943 | B-score at 10 µM | hit rate 1.1% among 310,000 | 20 min; active compounds read low;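 active = fluorescence ratio B-score at most minus 3 library SDs, with starting brightness B-score within 2 library SDs, cut at about -5.5 in these data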
Kir21 block: Kir2.1 (mouse) channel inhibition; P35561; HEK293-Kir2.1, FluxOR thallium flux fluorescence; active compounds read low; B-score at 10 µM; hit rate 0.85% among 310,000;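 active = fluorescence ratio B-score at or below minus 3 SD of library scores, with starting-brightness B-score within 2 SD, cut at about -4.2 in these data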;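 also: channel flux triggered by added potassium and thallium sulfate stimulus; B-score of peak minus minimum fluorescence over baseline after thallium stimulus; more negative B-score means stronger Kir2.1 block with less thallium influx; some compounds called inactive have numbers as strong as hits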
Target sequence (P35561 whole entry, looked up): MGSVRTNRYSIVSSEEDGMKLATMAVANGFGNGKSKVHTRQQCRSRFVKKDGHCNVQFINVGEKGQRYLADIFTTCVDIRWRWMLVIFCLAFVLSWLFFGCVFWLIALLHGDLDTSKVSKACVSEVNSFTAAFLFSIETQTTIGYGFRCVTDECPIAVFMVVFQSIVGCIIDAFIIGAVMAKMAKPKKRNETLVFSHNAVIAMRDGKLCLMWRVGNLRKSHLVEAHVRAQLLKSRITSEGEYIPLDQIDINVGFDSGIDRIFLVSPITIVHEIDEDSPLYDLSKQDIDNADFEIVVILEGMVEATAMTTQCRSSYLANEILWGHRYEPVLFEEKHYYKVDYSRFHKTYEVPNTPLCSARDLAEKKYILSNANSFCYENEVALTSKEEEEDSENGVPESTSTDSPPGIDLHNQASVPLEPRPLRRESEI
Active calls of the source: *; i = inactive.

Below each compound: Kir21 block | KCNQ2 inh
CC(C)CCNC(=O)c1ccc2c(SCC(=O)O)c3c(nc2c1)CCCC3
→ -1 | i
COc1cc2c(cc1NC(=S)Nc1cccc3ccccc13)oc1ccccc12
→ -4.1 | i
Cc1nc(CSc2ccc(Cl)cc2)cc(NCc2ccccc2)n1
→ -1.4 | -5.7*
Nc1ccc(C(=O)c2cccs2)cc1[N+](=O)[O-]
→ 1.2 | i
O=C(NC1CCCCC1)c1ccc2c(=O)n(CC3CCCO3)c(=O)[nH]c2c1 (stereo unspecified)
→ 0.48 | i
COc1ccc(C2CC(=O)Nc3cc(OC)c(OC)cc32)cc1Br (stereo unspecified)
→ -0.63 | i
Cc1ccc(-c2nnn(CC(=O)N(Cc3ccco3)C(C(=O)NC(C)(C)C)c3cccs3)n2)o1 (stereo unspecified)
→ 0.48 | i
O=C(COC(=O)CCC1CCCC1)Nc1cccc(S(=O)(=O)N2CCOCC2)c1
→ 0.29 | i
CC1CCCCC1NC(=O)COC(=O)c1ccc(S(=O)(=O)NCc2ccco2)cc1 (stereo unspecified)
→ 0.74 | i
Cc1ccc(S(=O)(=O)N2CCCCCC2)cc1C(=O)Nc1cccnc1
→ -1.7 | i
Cc1ccc(S(=O)(=O)NNc2nc3ccccc3nc2C(F)(F)F)cc1
→ -0.06 | i
COc1ccc(S(=O)(=O)Nc2ccc3oc4ncccc4c(=O)c3c2)cc1OC
→ -1 | i
COC(=O)c1ccccc1NC(=O)CCCCCn1nnc2ccccc2c1=O
→ -3.9 | i
O=C(CCC(=O)Nc1ccc(F)cc1)N/N=C/c1cccnc1
→ -0.35 | i
O=c1[nH]c(CN2CCN(C/C=C/c3ccccc3)CC2)nc2cc(Cl)ccc12
→ -0.53 | i

(more compounds)
Below each compound: Kir21 block | KCNQ2 inh
COc1ccccc1NC(=O)Cn1c(=O)n(C)c(=O)c2sc3c(c21)COC(C)(C)C3
→ 0.22 | i
O=S(=O)(c1cccs1)N1CCc2ccccc21
→ 0.97 | i
CC(C)C(=O)Nc1sc2c(c1C#N)CCCCC2
→ 0.24 | i
Cn1c(/C=C/c2ccc(Br)cc2)nc2ccccc2c1=O
→ -0.36 | i
CS(=O)(=O)c1ccc(C(=O)NC2CCCCC2)cc1
→ -0.88 | i
COC(=O)c1ccc(-c2ccc(OC)c([C@H]3[C@H]4C=CC[C@@H](C)[C@@H]4C(=O)N3Cc3ccccc3)c2)cc1
→ 0.32 | i
CCS(=O)(=O)c1ccc2c(c1)NC(=O)C(CCO)O2 (stereo unspecified)
→ 2.7 | i
Cc1cnc(CN(C)C(=O)c2ccc3oc(Cc4ccc(Cl)cc4)nc3c2)[nH]1
→ -1.2 | i
CS(=O)(=O)N1CCN(C2Cc3ccccc3C2)CC1
→ 1.2 | i
N#Cc1c(N)n(CCOC(=O)c2cccc([N+](=O)[O-])c2)c2nc3ccccc3nc12
→ 0.75 | i
CCOC(=O)/C(=C\c1ccc(OC(F)F)cc1)C1=Nn2c(nnc2-c2ccc(Cl)cc2)SC1
→ -0.53 | i
Cc1cc(C)cc(NC(=O)Nc2ccc3c(c2)CCC3)c1
→ -1.4 | i
CC1CC(C)CN(c2nc3c(c(=O)n(C)c(=O)n3C)n2CCSc2ncccn2)C1 (stereo unspecified)
→ -0.94 | i
C=CCNC(=O)/C(=C\C=C\c1ccccc1)NC(=O)c1ccc(OCCCC)cc1
→ 0.55 | i
COc1ccc(-n2c(SCC#N)nnc2-c2ccc(NS(=O)(=O)c3ccc(C)cc3)cc2)cc1
→ 1.4 | i

Continued:
Below each compound: Kir21 block | KCNQ2 inh
CCCNC(=O)C1CCN(c2cc(-c3ccccc3)nc3ncnn23)CC1
→ -0.99 | i
CN1CCN(c2ccc([N+](=O)[O-])cc2/C=N/NC(=O)c2cccc([N+](=O)[O-])c2)CC1
→ -1.2 | i
Nc1cc(=O)[nH]c(SCCSc2ccccc2F)n1
→ -0.93 | i
CCCn1c(CN(C)Cc2ccccc2)nc2c1c(=O)n(C)c(=O)n2C
→ -0.04 | i
O=C(Oc1ccc(/C=N/Nc2ccccc2)cc1)c1ccccc1
→ -4.6* | i
Nc1ccc(-n2ccnc2)cc1
→ -0.39 | i
CC(=O)Nc1cc(C)c2nc(NC(C)=O)sc2c1
→ 1.2 | i
COc1ccc(-n2c(Cc3cccn3C)nnc2SCC(=O)Nc2ccc3c(c2)OCCO3)cc1
→ -1.3 | i
COc1ccc(NCc2nnc(SCC(=O)Nc3ccccc3OC)o2)cc1
→ -0.01 | i
NC(=O)C1CCN(CC(=O)Nc2ccccc2N2CCOCC2)CC1
→ 0.15 | i
CCOC(=O)C(C)NC(=O)c1cn(-c2ccc(OC)cc2)c(=O)c2ccccc12 (stereo unspecified)
→ 0.49 | i
O=C(NCc1ccccc1F)C1CCN(C(=O)NCc2ccccc2)CC1
→ 2.2 | i
Cc1cccc(N(C(=O)c2csnn2)C(C(=O)NCc2ccccc2)c2cccs2)c1 (stereo unspecified)
→ -0.02 | i
Cn1c(N)c(C(=O)COC(=O)c2ccc(Cl)c(S(=O)(=O)N3CCCC3)c2)c(=O)n(C)c1=O
→ -4 | i
CCOC(=O)C1=C(CN2CCN(C(=O)c3ccco3)CC2)NC(=O)NC1c1ccc(Cl)cc1 (stereo unspecified)
→ -0.98 | i

(more compounds)
Below each compound: Kir21 block | KCNQ2 inh
CC(C)CN1C(=O)/C(=C/c2cccs2)NC1=S
→ 0.02 | i
CC(=O)N(/N=C/c1ccc(C)cc1)c1nc(CCl)cs1
→ -0.7 | i
Cc1sc2nc(-c3ccncc3)[nH]c(=O)c2c1-c1ccccc1
→ 0.03 | i
CCn1cc(CNCc2cn(-c3ccccc3C)nc2-c2ccc(OC)c(F)c2)cn1
→ -0.55 | i
S=c1[nH]nc(COc2ccc3c(c2)OCO3)n1-c1ccccc1
→ 0.07 | i
O=C(c1ccc(Cl)cc1)N1CCN(c2ncccn2)CC1
→ 1.3 | i
Cc1cc(S(=O)(=O)N(C)CCc2ccccc2)ccc1-n1cnnn1
→ -0.74 | i
CCCCc1nc2cc(C(=O)N3CCCCC3C(=O)OC)ccc2o1 (stereo unspecified)
→ -0.78 | i
COCCNC(=O)CN(C)S(=O)(=O)c1ccc(Br)cc1
→ -2.3 | i
COc1ccc(CCN(C(=O)c2snc(C(N)=O)c2N)C(C(=O)NCC2CCCO2)c2ccc(F)cc2)cc1OC (stereo unspecified)
→ -0.15 | i
CCC(C)(C)NC(=O)CN(C(=O)c1csnn1)c1ccccc1-c1ccccc1
→ 0 | i
COc1ccccc1Cc1nnnn1CC(=O)O
→ 0.07 | i
COc1ccc(-c2nc(N)ncc2-c2csc(C)n2)c(O)c1OC
→ -1.5 | i
Cc1nc(SCc2ccc([N+](=O)[O-])cc2)nc2ccccc12
→ -0.38 | i
O=C1CCC([N+](=O)[O-])C(c2ccc(C(F)(F)F)cc2)N1 (stereo unspecified)
→ 0.04 | i

Next entries follow:
Below each compound: Kir21 block | KCNQ2 inh
NS(=O)(=O)c1ccc(CCNC(=O)c2ccc3c(c2)OCCO3)cc1
→ 0.21 | i
COc1c(C)cc(C(=O)C2CCCN(C(=O)CCCn3cncn3)C2)cc1C (stereo unspecified)
→ 1.9 | i
CCCc1cnc(N2CCN(S(C)(=O)=O)CC2)nc1
→ 0.62 | i
CCCCC(=O)Nc1cccc(C(C)O)c1 (stereo unspecified)
→ 0.01 | i
O=S(=O)(c1ccccc1)C1(C2CC(c3ccccc3)=NO2)CC(O)C1 (stereo unspecified)
→ -1.4 | i
Cn1c(CCc2ccccc2)nnc1SCC(=O)N1CCCC1
→ 0.01 | i
O=C(Oc1cccc2ccccc12)c1cc(Cl)nc2ccccc12
→ 1.5 | i
COC1(C)CC2C(CC1OC(=O)c1cc([N+](=O)[O-])cc([N+](=O)[O-])c1)C2(C)C (stereo unspecified)
→ -0.61 | i
CCOc1c(C)cnc2c1c(=O)n(Cc1ccc(Cl)cc1)c(=O)n2C
→ 1.6 | -5.9*
CCC[C@@H]1C[C@@H](C(=O)NC(C(C)Cl)[C@H]2O[C@H](SC)[C@H](O)[C@@H](O)[C@H]2O)N(C)C1 (stereo partly specified)
→ -0.02 | i
CCc1onc(C)c1C(=O)Nc1cc(C)ccc1OC
→ -0.45 | i
COc1ccccc1Cn1c(=S)[nH]c2cc(C(=O)NCC3CCCO3)ccc2c1=O (stereo unspecified)
→ -0.99 | i
COC(=O)c1c(C(=O)OC)c2n(c1C)CCC2
→ -1.8 | i
CC(C)=CC(=O)N1CCC(N2CCC(C(=O)NCC3CCCO3)CC2)CC1 (stereo unspecified)
→ 1.4 | i
c1ccc2oc(-c3[nH]ncc3CN3CCC(N4CCSCC4)CC3)cc2c1
→ 0.22 | i

(further entries)
Below each compound: Kir21 block | KCNQ2 inh
O=C(Nc1ccc(CN2CCCCC2)cc1)Nc1ccccc1Cl
→ -1.3 | i
COc1ccccc1Oc1cc(F)nc(N)n1
→ -0.53 | i
COc1ccc(-c2cc(C(=O)N3CC4(C)CC3CC(C)(C)C4)no2)cc1OC (stereo unspecified)
→ -0.74 | i
COc1ccc2[nH]c3c(C)c4ccncc4c(C)c3c2c1
→ -1.8 | i
COc1ccc(N2CCN(C(c3cccs3)C(C)NC(=O)c3ccco3)CC2)cc1 (stereo unspecified)
→ -1.5 | i
CCOC(=O)CSc1nnc(NC(=O)c2ccco2)s1
→ 1.1 | i
CS(=O)(=O)c1ccc(CNC(=O)C2(C(F)(F)F)C/C(=C/CCO)CCCO2)cc1 (stereo unspecified)
→ -0.5 | i
CCCN(CCC)S(=O)(=O)c1ccc(C(=O)NCc2ccco2)cc1
→ 0.85 | i
COc1cc(/C=N/Nc2nc(C)cc(=O)[nH]2)cc(OC)c1O
→ 0.17 | i
CCCn1nnc(NC(=S)NC(=O)/C=C/c2ccco2)n1
→ 0.05 | i
CCOc1ccc(N=C2NN=C(c3cc(C)n(CC4CCCO4)c3C)CS2)cc1 (stereo unspecified)
→ 0.67 | i
O=C(Nc1cccc(Cl)c1N1CCCC1)c1cc2ccccc2o1
→ 0.77 | -6.2*
O=C(COc1ccccc1)Nc1ccc(CN2CCCCC2)cc1
→ -0.02 | i
COc1ccc(C(=O)Nc2cc(C)c(NC(=O)c3ccccn3)cn2)cc1
→ -0.2 | i
CC(C)Oc1ccc(Cc2cnc(N)nc2N)cc1
→ -0.71 | i

The results go on.
Below each compound: Kir21 block | KCNQ2 inh
Cc1ccc(-c2ccc(/C=C3\C(=O)ON=C3c3ccccc3)o2)c([N+](=O)[O-])c1
→ -0.45 | i
Cc1c(Cl)cnc(NC(=O)COC(=O)c2cccc(S(=O)(=O)N3CCc4ccccc4C3)c2)c1Cl
→ -1.6 | i
Cc1cccc(C)c1OCC(=O)Nc1ccc2c(c1)C(=O)NC2=O
→ -0.61 | i
O=C(C[n+]1cc(-c2ccccc2)n2c1CCC2)c1cccs1
→ 1.4 | i
COc1ccc(-n2nc3c(c2NC(=O)COc2ccccc2F)CS(=O)(=O)C3)cc1
→ 0.96 | i
Cc1ccc(NC(=O)CCn2cnc3ccccc3c2=O)cc1
→ 0 | i
O=C(NCCc1ccccc1)c1ccc2nc(N3CCOCC3)sc2c1
→ 1 | i
CCN1CCN(CC(O)COCc2cc(OC)c(OC)c(OC)c2)CC1 (stereo unspecified)
→ -0.72 | i
Nc1ccc(O)cc1
→ 0.02 | i
CCOC(=O)C(C(=O)Nc1nccs1)C1CCCCC1 (stereo unspecified)
→ -0.23 | i
Clc1ccc(OCc2nc(-c3ccncc3)no2)cc1
→ -0.39 | i
CCOc1cc(C(=O)N2CCC(CC3CC(c4cccc(Br)c4)=NO3)(C(=O)NCC3CCCCC3)CC2)cc(OCC)c1OCC (stereo unspecified)
→ 0.71 | i
COc1cc(OC)cc(C(=O)Nc2ccc3c(c2)n(C)c(=O)n3C)c1
→ -0.89 | i
O=C(NCCCN1CCN(c2ccccc2F)CC1)C1CCC(=O)N1C1CCCCC1 (stereo unspecified)
→ -1.1 | i
O=C1C(Cl)=C(Nc2ccccc2)C(=O)c2ccccc21
→ -0.48 | i

Remaining list, next part.
Below each compound: Kir21 block | KCNQ2 inh
COc1ccc(-c2nc3ccccc3c(=O)n2CCc2ccc(O)cc2)cc1
→ 0.02 | i
CC(=O)O[C@@H]1[C@H](OC(=O)CC(C)C)c2c(ccc3ccc(=O)oc23)OC1(C)C
→ 0.59 | i
Cc1ccc(C(=O)N(CCN(C)C)CC2CCCN(Cc3ccccc3F)C2)cc1C (stereo unspecified)
→ -0.98 | i
CCOc1ccccc1NC(=O)CSc1nnnn1-c1ccc(C(=O)OC)cc1
→ 0.7 | i
N#Cc1ccc(C(=O)Nc2cc(S(=O)(=O)Nc3ccc(Cl)cc3)ccc2N2CCCCC2)cc1
→ 1.6 | i
COc1ccc(OC)c(S(=O)(=O)Nc2cccc3ccccc23)c1
→ -0.41 | i
Cc1c(C(=O)Nc2ccncc2)oc2c1C(=O)CC(C)(C)C2
→ -0.04 | i
O=C(Cc1ccccc1)NCc1ccc2c(c1)OCO2
→ 1.1 | i
O=C1CC(c2ccccc2)CC(O)=C1C=NCCc1ccccc1 (stereo unspecified)
→ 0.67 | i
COc1ccc(-c2nc(-c3ccccc3)ncc2S(C)(=O)=O)cc1
→ -1.5 | i
C=CCN1C(=O)SC(Cc2cccc(OC)c2O)C1=O (stereo unspecified)
→ 2 | i
COc1ccc(S(=O)(=O)NCc2ccc3c(c2)OCO3)cc1C
→ -1.6 | i

Look-ups from above:
COc1ccc(S(=O)(=O)NCc2ccc3c(c2)OCO3)cc1C in Kir21 block shows -1.6
N#Cc1ccc(C(=O)Nc2cc(S(=O)(=O)Nc3ccc(Cl)cc3)ccc2N2CCCCC2)cc1 in Kir21 block shows 1.6

Three of the entries above in order of their number in Kir21 block, low to high:
Below each compound: Kir21 block | KCNQ2 inh
COc1ccc(OC)c(S(=O)(=O)Nc2cccc3ccccc23)c1
→ -0.41 | i
COc1ccc(-c2nc3ccccc3c(=O)n2CCc2ccc(O)cc2)cc1
→ 0.02 | i
O=C(Cc1ccccc1)NCc1ccc2c(c1)OCO2
→ 1.1 | i
